ELG1 DNA repair: qHTS screen for small molecules that inhibit ELG1-dependent DNA repair in human embryonic kidney (HEK293T) cells expressing luciferase-tagged ELG1; HEK293T ELG1-luciferase reporter, luminescence, 16 h; DNA damage induced by 5-fluorouridine; Potency, µM (top dose mostly 46.1 µM), for inactives: at the top dose activity change, negative = inhibition, hits mostly inhibitors; AID 504467, 2011; 2.3% of 330,000 active; further: potency means the concentration at half of the fitted maximal effect; on the % scale 0 is the no-effect control and ±100 the full control effect; nearly all actives have a fitted effect of over 55% in size
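Step one: seed 2,000 cells per well. Step two: pin-transfer compound or DMSO alongside 5-fluorouridine. Step three: incubate 16 hr, 37 °C, 5% CO2. Step four: add ONE-Glo, wait 30 min, read luminescence.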
Menin MLL FP TR: qHTS Assay for Inhibitors Targeting the Menin-MLL Interaction in MLL Related Leukemias: Competition With Texas Red Labeled MLL-derived Mutant Peptide. Menin + Texas Red MLL mutant peptide, fluorescence polarization. AID 1768, 2009. O00255. Potency, µM (titrated, usually from 61.6 µM), inactives show at the top dose FP activity change, negative = inhibition, usual class: inhibitors. 0.23% of 270,000 active; active means well fitted inhibition curve with a large enough effect in the polarisation, with a control signal flat, not every such curve was filed as active; inconclusive means small, poorly fitted or top-dose-only effect, or effect the other way, or a change in a side signal; inactive means no such curve, though single readings can be large or run the other way; the % refers to the polarisation; further: potency means the concentration at half of the fitted maximal effect; % of control where 0% means no effect; many of its hits are not listed in these tables
NPC1 promoter act: qHTS Assay for NPC1 Promoter Activators. Potency, µM (highest dose often 9.22 µM), inactives show top-dose activation, usual class: activators. Huh7 NPC1 promoter luciferase reporter, 24 h. 2.4% of 320,000 active;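 further: potency means the concentration at half of the fitted maximal effect; % of control where 0% means no effect; nearly all actives have a fitted effect of over 60% in size; reporter is driven by a mutant NPC1 promoter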
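Luminescence from an NPC1 promoter-driven luciferase reporter in stably transfected Huh7 cells was measured after 24 h compound treatment at 37 °C, followed by 10 min ambient incubation with luciferase detection reagent.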
Mito fusion yeast: qHTS Assay for Small Molecule Inhibitors of Mitochondrial Division or Activators of Mitochondrial Fusion | Potency, µM (doses to about 46.1 µM), inactives show top-dose growth rescue (activation), usual class: activators | S. cerevisiae fusion-defective mutant growth rescue, CellTiterGlo 48 h | AID 485298, 2010 | 0.23% of 320,000 active;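 further: potency means the concentration at half of the fitted maximal effect; % of control where 0% means no effect; nearly all actives have a fitted effect of over 45% in size; temperature-sensitive fusion mutants such as fzo1-1 at 37 °C on non-fermentable ethanol glycerol medium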
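Luminescent cell viability in 1536-well qHTS format served as the measure of rescued growth in ts fusion-mutant S. cerevisiae cultured on non-fermentable YPEG for 48 hours at 37C.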
RORg inh: qHTS for inhibitors of ROR gamma transcriptional activity. Nuclear receptor ROR-gamma (Mus musculus), P51450. Drosophila S2 Gal4-RORgamma UAS-luciferase reporter, 20 h. Potency, µM (highest dose often 53.6 µM), without a hit: at the highest dose activity change, negative = inhibition, actives largely listed as inhibitors. 5.4% of 310,000 active; further: potency means the concentration at half of the fitted maximal effect; on the % scale 0 is the no-effect control and ±100 the full control effect; nearly all actives have a fitted effect of over 60% in size
Target sequence (P51450 whole entry, looked up, the tested form may be a part): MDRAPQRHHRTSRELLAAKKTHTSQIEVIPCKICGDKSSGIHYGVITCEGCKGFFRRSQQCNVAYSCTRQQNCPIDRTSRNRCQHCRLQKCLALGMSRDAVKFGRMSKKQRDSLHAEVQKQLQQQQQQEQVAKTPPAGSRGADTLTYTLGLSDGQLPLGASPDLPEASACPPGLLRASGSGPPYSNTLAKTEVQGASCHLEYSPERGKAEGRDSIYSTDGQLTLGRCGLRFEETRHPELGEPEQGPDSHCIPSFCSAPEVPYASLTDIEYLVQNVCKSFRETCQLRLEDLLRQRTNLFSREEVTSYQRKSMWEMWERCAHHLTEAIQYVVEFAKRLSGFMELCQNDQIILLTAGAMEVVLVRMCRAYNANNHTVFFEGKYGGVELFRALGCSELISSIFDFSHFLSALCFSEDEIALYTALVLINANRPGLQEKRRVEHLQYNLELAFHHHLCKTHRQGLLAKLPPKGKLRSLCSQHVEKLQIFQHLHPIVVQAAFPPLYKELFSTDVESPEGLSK
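Schneider cells (Drosophila), stable Gal4 DBD–ROR gamma + UAS-luc; 1 hr cmpd preincubation; Cu2+ induction 700 uM final; 20 hr ambient; luminescence.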
Rab9 prom act: qHTS Assay for Rab9 Promoter Activators; Huh7 Rab9 promoter-luciferase reporter, luminescence, 24 h; Potency, µM (doses to about 9.22 µM), inactives show top-dose activation, negative = inhibition, actives largely listed as activators; 2.8% of 320,000 active; further: potency means the concentration at half of the fitted maximal effect; % of control where 0% means no effect; nearly all actives have a fitted effect of over 60% in size
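Huh7 reporter line, Rab9 promoter upstream of luciferase. Compound exposure 24 h at 37 °C in reduced-serum medium with 10% FBS. Read-out: luminescence.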
VP16 counter: VP16 counterscreen qHTS for inhibitors of ROR gamma transcriptional activity. Drosophila S2 Gal4-VP16 UAS-luciferase, luminescence, 20 h. 3.5% of 310,000 active. Potency, µM (doses to about 53.6 µM), for inactives: at the top dose activity, negative = inhibition, hits mostly inhibitors. AID 2546, 2010;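 further: Gal4-VP16 expression switched on by copper sulfate through the metallothionein promoter; potency means the concentration at half of the fitted maximal effect; on the % scale 0 is the no-effect control and ±100 the full control effect; nearly all actives have a fitted effect of over 50% in size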
PKM2 activator: qHTS Assay for Activators of Human Muscle isoform 2 Pyruvate Kinase; 0.34% of 260,000 active; purified PKM2, Kinase-Glo ATP luminescence, activation; response scale: 0% is enzyme alone, no compound; Potency, µM (titrated, usually from 57.5 µM), for the others: top-dose activation, actives largely listed as activators; Pyruvate kinase PKM (Homo sapiens), P14618; AID 1631, 2009; further: potency means the concentration at half of the fitted maximal effect; on the % scale 0 is the no-effect control and ±100 the full control effect; nearly all actives have a fitted effect of over 55% in size
Target sequence (P14618 whole entry, looked up, canonical isoform): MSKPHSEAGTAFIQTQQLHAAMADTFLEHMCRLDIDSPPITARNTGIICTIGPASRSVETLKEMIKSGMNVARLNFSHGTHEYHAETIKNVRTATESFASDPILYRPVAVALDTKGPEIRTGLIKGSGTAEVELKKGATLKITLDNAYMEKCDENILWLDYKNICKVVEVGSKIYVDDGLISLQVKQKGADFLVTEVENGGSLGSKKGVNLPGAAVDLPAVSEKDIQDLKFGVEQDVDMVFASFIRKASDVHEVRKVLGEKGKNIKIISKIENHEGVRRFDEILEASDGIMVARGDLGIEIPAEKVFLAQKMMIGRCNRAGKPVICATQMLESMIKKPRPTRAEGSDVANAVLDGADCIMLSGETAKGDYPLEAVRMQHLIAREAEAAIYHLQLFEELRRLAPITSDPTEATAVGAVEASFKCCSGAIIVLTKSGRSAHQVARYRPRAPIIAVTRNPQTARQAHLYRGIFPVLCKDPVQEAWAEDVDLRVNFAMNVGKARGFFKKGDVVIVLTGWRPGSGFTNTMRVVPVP
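Kinase-Glo luminescence reports ATP generated from ADP (0.1 mM) and PEP (0.5 mM) by purified hPK-M2 after 1 h at room temperature, pH 7.2 imidazole buffer; intermediate enzyme activity allows detecting inhibitors and activators.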
MBNL1-CUG inh: qHTS Assay for Inhibitors of MBNL1-poly(CUG) RNA binding; TR-FRET MBNL1-His/biotin-(CUG)12 binding, 665/545 ratio; Potency, µM (highest dose often 57.5 µM), for inactives: at the top dose activity change, negative = inhibition, hits mostly inhibitors; 0.036% of 280,000 active; AID 2675, 2010; active means well fitted inhibition curve with a large enough effect in the signal ratio, with a control signal flat, not every such curve was filed as active; inconclusive means small, poorly fitted or top-dose-only effect, or effect the other way, or a change in a side signal; inactive means no such curve, though single readings can be large or run the other way; the % refers to the signal ratio; further: potency means the concentration at half of the fitted maximal effect; on the % scale 0 is the no-effect control and ±100 the full control effect
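His-tagged MBNL1 binding to biotinylated (CUG)12 RNA was measured by TR-FRET using terbium anti-His antibody (0.055 ng/ul final) and streptavidin-XL665 (5 nM final). Compounds were titrated 92 nM to 58 uM; 60 min at room temperature.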
KCNH2 3.1 inh: qHTS for Inhibitors of KCHN2 3.1: Mutant qHTS. U2OS KCNH2 3.1, thallium flux FluxOr; hits give low values. 0.95% of 340,000 active. activity change, % (tested at about 1.8 µM);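 active means maximum activity change below -70%; inconclusive means maximum activity change from -70% to -50%; inactive means maximum activity change above -50%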;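 further: thallium influx rate constant from kinetic fluorescence after stimulation buffer; on the % scale 0 is the no-effect control and ±100 the full control effect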
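Steps: virus added to U2OS suspension (4 h, RT, dark); medium with 10% FBS added, cells plated, 37 C overnight; FluxOr/Red40 loading buffer 45 min RT; stimulation buffer, 2 min kinetic read; rate constant normalized.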
FLuc modulator: qHTS profiling assay for firefly luciferase inhibitor/activator using purifed enzyme and Km concentrations of substrates (counterscreen for miR-21 project); Potency, µM (titrated, usually from 57.5 µM), for the others: at the highest dose activity change, negative = inhibition, usual class: inhibitors; purified FLuc, Km substrates, luminescence inhibition; Luciferin 4-monooxygenase (Photinus pyralis), P08659; 6.9% of 360,000 active;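 further: potency means the concentration at half of the fitted maximal effect; plate controls were vehicle for no effect and reference inhibitor for full effect; nearly all actives have a fitted effect of over 55% in size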
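Purified P. pyralis luciferase, 10 nM final, with Km-level 10 uM D-luciferin and 10 uM ATP in 50 mM Tris acetate pH 7.5, 10 mM Mg acetate, 0.01% Tween-20, 0.05% BSA; 6-point qHTS titration about 60 µM downward; luminescence read.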
The depositor's hits bear a star; ? = inconclusive; nt = no result given; & = joins results of further samples; [ ] = another dose, or the depositor's remark. Unless noted, the call rests on the fitted dose curve; in most records, active means well fitted curve in the direction sought with a large enough effect; inconclusive means small, poorly fitted or top-dose-only effect, or another doubt; inactive means no such curve, though single readings can be large; an effect the other way counts as inactive or inconclusive. Only part of the results is shown. The share of hits here may be higher or lower than overall.

Structure	ELG1 DNA repair	Menin MLL FP TR	NPC1 promoter act	Mito fusion yeast	RORg inh	Rab9 prom act	VP16 counter	PKM2 activator	MBNL1-CUG inh	KCNH2 3.1 inh	FLuc modulator
COc1ccc(NC(=O)C2(c3cccs3)CCOCC2)cc1	-2%	0%	-1%	2%	-19%	-2%	-11%	0%	0%	22	-2%
O=C(N/N=C/c1ccc2c(c1)OCO2)C(=O)Nc1cccc(Cl)c1	?	?	11%	3%	-21%	12%	3%	-7%	-9%	10	?
CCCn1nc(C(=O)NNC(=O)CCCOc2ccc(C)cc2)c2ccccc2c1=O	?	nt	-1%	0%	-21%	0%	3%	-2%	-2%	-4	5%
CCN(c1cccc(C)c1)S(=O)(=O)c1cnc[nH]1	-3%	nt	-3%	-1%	-10%	2%	-1%	-2%	4%	-2	-1%
C=CCn1c(SCC(=O)Nc2ccc3c(c2)OCCO3)nnc1-c1ccco1	-18%	-3%	2%	-10%	10%	-1%	2%	-2%	8%	5	?
Cc1c(C(=O)NC(=S)N(Cc2ccccc2)c2ccccn2)cccc1[N+](=O)[O-]	?	nt	-2%	-2%	nt	1%	nt	nt	nt	-7	?
O=C(O)CCN=CC1=C(O)CC(c2ccccc2)CC1=O (stereo unspecified)	-5%	2%	-1%	-10%	-18%	-2%	-6%	0%	-3%	7	-1%
O=C(CO/N=C/c1ccc(Cl)cc1Cl)NNC(=O)c1ccc(Cl)cc1Cl	10%	nt	-6%	2%	0.089µM*	9%	?	5%	-4%	17	-4%
CCOCC(=O)Nc1ccc([N+](=O)[O-])cc1OC	11%	-11%	-6%	2%	4%	2%	0%	5%	?	6	-1%
COc1ccc(OC)c(NC(=O)COC(=O)CSc2ccc(Cl)cc2)c1	0%	7%	-2%	-1%	-24%	-1%	?	-3%	-1%	-1	1%
CCOc1ccc(N(CC(=O)N/N=C/c2ccccn2)S(=O)(=O)c2ccc(Cl)cc2)cc1	1%	nt	-4%	4%	10µM*	-1%	?	nt	-2%	-81*	0%
O=C(CN(CCCN1CCOCC1)C(=O)Cn1nnc(-c2ccc(F)cc2)n1)NC1CCCCC1	13%	2%	0%	7%	18%	-2%	-17%	-5%	4%	-12	-3%
CN(C)C(=O)NC1C=CS(=O)(=O)C1 (stereo unspecified)	25%	-6%	0%	-1%	-1%	-3%	-2%	-5%	-12%	5	-1%
COc1cc(/C=N/n2c(-c3ccccc3)n[nH]c2=S)cc(OC)c1OC	4.1µM*	nt	2%	2%	-33%	-3%	-9%	-7%	-4%	6	3%
CCOC(=O)c1cnc(SC)nc1Oc1cccc(NC(=O)c2ccc(C)cc2)c1	?	-4%	0%	2%	?	22%	-3%	-7%	-8%	-11	5%
CCCC(O)(c1ccc(CC)cc1)C(CN1CCOCC1)c1ccccc1 (stereo unspecified)	?	?	7%	5%	29%	-7%	-11%	nt	-5%	-6	-1%
CSc1nc2c(c(=O)[nH]1)C(c1ccc(Cl)cc1)CC(=O)N2 (stereo unspecified)	?	-3%	3%	1%	-3%	0%	2%	1%	5%	29	-15%
O=C(CCCc1nc(-c2ccccc2)no1)NC1CCCCC1	-14%	-5%	0%	12%	22%	1%	5%	nt	2%	-17	-1%
COC(C(=O)Nc1ccccc1C(=O)N1CCOCC1)c1ccccc1 (stereo unspecified)	-4%	nt	-4%	2%	-6%	-1%	-6%	-8%	-3%	22	12%
CCOC(=O)c1c(NC(=O)CNC2CCCCC2)sc(C)c1C	?	-12%	3%	18%	1.4µM*	-6%	-12%	-15%	-10%	-83*	-8%
NC(=S)N=Nc1c(O)[nH]c2ccc(F)cc12	13%	6%	-1%	-1%	4.5µM*	-2%	?	-4%	?	4	2%
COc1ccc(-c2oc(=O)c3cc(OC)c(OC)cc3c2/C=C/c2ccc(F)cc2)cc1	?	nt	2%	18%	nt	-5%	nt	nt	nt	-19	-13%
COc1ccc(CSc2nnc(Cc3sc(-c4ccccc4)nc3-c3ccccc3)o2)cc1	-26%	-7%	-3%	-4%	15%	-3%	-2%	-3%	363%[activator]	-22	-1%
Cc1ccc(C(C(=O)NCc2ccco2)N(C(=O)CNC(=O)c2cccs2)c2ccc(C)cc2)cc1 (stereo unspecified)	?	nt	0%	0%	0%	-1%	-11%	-2%	-6%	-4	2%
O=C(Oc1ccccc1C(=S)N1CCOCC1)c1ccccc1	14%	4%	1%	8%	-5%	-1%	6%	1%	-7%	4	-2%
O=C(Cc1ccc(S(=O)(=O)N2CCCCC2)cc1)NCc1ccc(Cl)cc1	-26%	nt	-3%	-4%	nt	-1%	nt	nt	nt	15	-16%
CC1CC(C)CN(S(=O)(=O)c2ccc3c(c2)n(C)c(=O)c(=O)n3C)C1 (stereo unspecified)	?	nt	-5%	5%	18%	-1%	-4%	-3%	nt	-11	2%
C/C(=N\Nc1cc(C(F)(F)F)ccc1Cl)c1ccccc1O	12%	6%	-1%	0%	-2%	-2%	?	-6%	?	-8	3%
Cc1ccc(-n2cc(CN3CCN(c4ccccn4)CC3)c(-c3ccc(F)cc3)n2)cc1	-8%	0%	-5%	10%	-31%	12%	?	-3%	3%	?	15µM*
COc1ccc(C(=O)NC(=S)Nc2nnn(C)n2)cc1	?	0%	1%	-4%	5.6µM*	-1%	-26%	2%	?	12	?
CCCCS(=O)(=O)N1CCCC(C(=O)Nc2ccc(Cl)cn2)C1 (stereo unspecified)	-7%	2%	1%	-6%	?	0%	1%	-1%	-1%	-10	-2%
CCN(CC)c1ccc(C(=O)NC(=S)N2CCN(Cc3ccc4c(c3)OCO4)CC2)cc1	3%	0%	0%	26%	6.3µM*	1%	7.1µM*	-1%	?	20	21µM*
CN(C(=O)CCOc1ccccc1)c1c(N)n(Cc2ccccc2)c(=O)[nH]c1=O	8%	nt	-1%	-1%	nt	-1%	nt	nt	nt	15	5%
Brc1ccc(/C=N/Nc2ccccn2)cc1	?	16%	?	4%	?	3.5µM*	-23%	10%	-4%	nt	6.7µM*
COc1ccccc1CNC(=O)CN1C(=O)c2cccc(N)c2C1=O	?	3%	?	4%	19%	?	22%	12%	?	5	?
CCC(=O)Oc1ccc2oc(=O)cc(C)c2c1	9%	5%	1%	-5%	?	0%	24%	14%	nt	-20	2%
O=c1c2cc3c(=O)n(-c4ccccc4O)c(=O)c3cc2c(=O)n1-c1ccccc1O	-26%	1%	-3%	-5%	-21%	1%	-19%	1%	4%	-5	-19%
O=C(CN(C(=O)CCC(=O)Nc1ccccn1)C1CCCC1)NCc1ccccc1	-1%	-14%	3%	3%	42%	0%	5%	-10%	3%	0	1%
O=C(O)CN1C(=O)/C(=C/c2ccccc2Br)Oc2ccccc21	2%	32%[activator]	-3%	4%	2%	4%	0%	nt	16%	9	?
COC(=O)c1ccc(NC(=O)CN2C(=O)CNC2=O)cc1	20%	10%	0%	-2%	-14%	-1%	14%	-3%	-2%	-2	-10%
O=C(NCCCN1CCCC1=O)Nc1cc(Cl)ccc1Cl	2%	2%	-1%	-4%	-11%	1%	4%	-1%	8%	-33	3%
COc1ccc2c(=O)c(-c3ccc4c(c3)OCO4)coc2c1	?	2%&-9%	0.35µM*	0%	?	0.4µM*	?	-5%	3%	20	0.67µM*
CCc1nn(CC(=O)NCCN2CCN(C)CC2)c(=O)c2cc3occc3n12	0%	-14%	0%	-1%	-10%	14%	3%	-20%	8%	0	-2%
O=C(Cc1coc(-c2ccc(F)cc2)n1)NCc1ccccc1	8%	-3%	-5%	-1%	11%	-3%	3%	3%	-2%	-19	-3%
CC(=O)c1ccc(N(CC(=O)NCCc2ccccc2)C(=O)c2csnn2)cc1	?	-9%	0%	6%	22%	0%	-4%	-2%	-4%	-4	0%

Screening data: PubChem, National Center for Advancing Translational Sciences (NCATS)
